Screening data: PubChem BioAssay, several laboratories
CHOP inh: inhibitors of CHOP promoter induction, primary screen, cell-based, unfolded protein response, luciferase reporter. AID 2732, 2010. CHO-K1 CHOP-promoter luciferase, tunicamycin-induced, 15-18 h. actives 3.8% (n = 220,000). inhibition, % at 10 µM;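 active = compounds that reduced the stress-induced luciferase reporter signal by more than about 70% of percent inhibition, limit read from the data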;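 also: 0% = tunicamycin plus vehicle and 100% = wells without tunicamycin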
S1P4 agonist: S1P4 receptor agonists, primary screen, cell-based. Sphingosine 1-phosphate receptor 4 (Homo sapiens), O95977. S1P4-expressing cell line, agonist reporter assay. activation, % at 4.98 µM. actives 0.35% (n = 220,000); in the data active = activation above about 11%;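 also: 0% = DMSO vehicle and 100% = reference agonist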
Target sequence (O95977 whole entry, looked up): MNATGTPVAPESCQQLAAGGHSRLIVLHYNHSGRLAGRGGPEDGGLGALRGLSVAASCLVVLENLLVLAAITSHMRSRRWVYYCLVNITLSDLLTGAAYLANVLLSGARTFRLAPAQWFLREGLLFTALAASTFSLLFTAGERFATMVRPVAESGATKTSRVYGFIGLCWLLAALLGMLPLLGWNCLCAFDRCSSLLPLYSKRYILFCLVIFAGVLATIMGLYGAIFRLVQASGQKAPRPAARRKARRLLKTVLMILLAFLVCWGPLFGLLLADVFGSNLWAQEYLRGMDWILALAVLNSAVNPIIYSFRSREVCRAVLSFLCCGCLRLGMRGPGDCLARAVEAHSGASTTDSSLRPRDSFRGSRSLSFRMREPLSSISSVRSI
NPY1 pot ag: NPY-Y1 receptor potentiators or agonists, primary screen, cell-based | Neuropeptide Y receptor type 1 (Homo sapiens), P25929 | NPY-Y1 expressing cells, potentiator/agonist activation | activation, % at 3.6 µM | actives 0.37% (n = 220,000); in the data active = activation above about 33%, passing the limit was not always enough;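 also: cells stimulated with NPY at EC10 then isoproterenol at EC100; 0% = low agonist plus stimulus and 100% = saturating agonist plus stimulus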
Target sequence (P25929 whole entry, looked up): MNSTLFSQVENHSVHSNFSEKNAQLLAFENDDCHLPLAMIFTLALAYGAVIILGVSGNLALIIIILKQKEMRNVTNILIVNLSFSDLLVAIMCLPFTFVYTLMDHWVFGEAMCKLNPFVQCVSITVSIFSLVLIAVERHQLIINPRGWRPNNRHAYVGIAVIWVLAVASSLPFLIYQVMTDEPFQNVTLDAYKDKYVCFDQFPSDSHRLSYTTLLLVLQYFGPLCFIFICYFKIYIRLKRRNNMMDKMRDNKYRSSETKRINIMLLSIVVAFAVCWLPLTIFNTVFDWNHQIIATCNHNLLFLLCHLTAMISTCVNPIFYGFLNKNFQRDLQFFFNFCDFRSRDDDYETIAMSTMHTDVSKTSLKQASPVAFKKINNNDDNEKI
NPY-Y2 PAM-ag: NPY-Y2 potentiators or agonists, primary screen, cell-based | Neuropeptide Y receptor type 2 (Homo sapiens), P49146 | actives 0.45% (n = 220,000) | activation, % at 3.6 µM | cells expressing NPY-Y2, potentiator/agonist read-out; in the data active = activation above about 27%;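 also: cells stimulated with NPY near EC25 plus isoproterenol at EC100; 0% = vehicle plus submaximal agonist and 100% = vehicle plus saturating agonist; some results beyond the cut were filed as inactive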
NPY Y1 blocker: NPY-Y1 receptor antagonists, primary screen, cell-based | Neuropeptide Y receptor type 1 (Homo sapiens), P25929 | inhibition, % at 3.6 µM | actives 1% (n = 200,000) | AID 1040, 2008 | HEK293-CNG Y1 cells, membrane potential fluorescence; NPY at EC95, then isoproterenol;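 active = inhibition above the campaign mean inhibition of all tested compounds plus 3 SD, cut at about 20% in these data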;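 also: 0% = DMSO wells given NPY plus isoproterenol and 100% = isoproterenol alone without NPY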
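Material: HEK293 Y1/CNG channel cell line | Also added: NPY (25 nM), isoproterenol (1 µM), Ro 20-1724 (25 µM) | Compound: One concentration, 3.6 µM, in 0.4% DMSO | Schedule: 3 h dye uptake, 1 h room-temperature compound, 45 min post-isoproterenol | Signal: Membrane-potential fluorescent dye readout | Read-out: % inhibition of NPY effect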
zfTRPN1 agonist: zebrafish TRPN1 channel agonists, primary screen, cell-based, HEK293, calcium fluorescence; activation, % at 3 µM; actives 0.18% (n = 220,000); HEK293 zebrafish TRPN1-YFP, Fluo-8 calcium fluorescence; 100% = response to 87 µM carbachol;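 active = activation above its plate's cutoff, the mean activation of test wells on that plate plus 3 SD, cut at about 19% in these data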;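 also: 0% = DMSO alone and 100% = 87 µM carbachol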
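Control set: carbachol 87 µM as high control, DMSO as low control; system: HEK293 stable line with zebrafish TRPN1-YFP; read-out: % activation versus carbachol response; detection: intracellular calcium fluorescence with Fluo-8; doses: single test compound dose, 3 µM nominal, 0.3% DMSO; schedule: dye 1 h 37 °C plus 30 min RT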
S1P4 antagonist: S1P4 receptor antagonists, primary screen, cell-based | Sphingosine 1-phosphate receptor 4 (Homo sapiens), O95977 | S1P4-expressing cells, antagonist mode, reporter read-out | inhibition, % at 4.98 µM | actives 0.26% (n = 220,000) | AID 1510, 2009; in the data active = inhibition above about 29%;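 also: 0% = wells stimulated with agonist and 100% = vehicle wells without agonist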
TRPML3 agonist: human TRPML3 channel agonists, primary screen, cell-based, HEK293 TRPML3-YFP, Fluo-8 calcium fluorescence, 3 µM | Mucolipin-3 (Homo sapiens), Q8TDD5 | 100% = the carbachol control signal | activation, % at 3 µM | actives 0.29% (n = 220,000);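 active = activation above its plate's cutoff, the mean activation of the plate's test wells plus 3 SD, cut at about 12% in these data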;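 also: 0% = DMSO only wells and 100% = carbachol wells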
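Material: TRPML3-YFP stable HEK293 cells | Dosing: One concentration, 3 µM nominal, 0.3% DMSO | Timing: 125 s total fluorescence read per well | Technique: Fluo-8 calcium dye fluorescence, ex 470-495, em 515-575 nm | Measure: Percent activation from peak-to-basal fluorescence ratio, scaled between DMSO and carbachol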
EP2 mod: EP2 receptor modulators, cAMP readout, primary screen, cell-based, HTRF cAMP, PGE2 stimulation. induction, % at 25 µM. AID 940, 2007. EP2-expressing cells, cAMP HTRF FRET, PGE2 co-stimulation. actives 0.83% (n = 260,000). Prostaglandin E2 receptor EP2 subtype (Homo sapiens), P43116;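 active = compounds whose cAMP rise, as percent of the full-agonist control response, exceeds 60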;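 also: rat C6 glioma line stably carrying human EP2 under a CMV promoter; the protocol text gives 20 µM as final concentration; 100% = response of wells given 1 µM PGE2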
Starred values were filed as active, the others as inactive; x = not tested or not shown; & = joins results of further samples.

structure,CHOP inh,S1P4 agonist,NPY1 pot ag,NPY-Y2 PAM-ag,NPY Y1 blocker,zfTRPN1 agonist,S1P4 antagonist,TRPML3 agonist,EP2 mod
COc1ccc(N2CC(O)=C(c3nc(-c4ccc(Cl)cc4)cs3)C2=N)cc1,13,0.5,-7,6,5,-0.1,-9,1.0,-22
Cc1onc(-c2c(F)cccc2Cl)c1C(=O)N1CCSCC1,-6,-1.6,-8,15,x,-0.4,-2,0.4,-4
N/C(=N\OC(=O)c1ccc(F)cc1)c1nonc1N,-3,-1.6,-6,1,1,0.2,-12,0.6,-15
CCOC(=O)c1sc(NC(=O)COC(=O)CNC(=O)C2CCCCC2)c(C(=O)OCC)c1C,40,0.8,-8,1,4,-0.1,-14,0.3,29
COc1ccc(-n2c(=S)[nH]c3cc(C(=O)NCCCN4CCCC4=O)ccc3c2=O)cc1,2,-0.6,1,-17,2,1.0,-20,0.8,0
Cn1cccc1C(=O)C(=O)Nc1ccccc1,-21,-4.6,31,-1,0,1.3,14,0.9,-5
N#C/C(=C/c1cc[nH]c1)C(N)=S,19,-0.3,6,13,3,0.3,-9,0.4,-8
CCOc1cc(/C=C2/SC(=Nc3ccccc3)N(Cc3cccnc3)C2=O)ccc1OCC#N,-16,1.8,-31,-18,0,-0.2,-1,0.6,42
O=C(NC(c1ccc(Cl)cc1)c1cc(Cl)c2cccnc2c1O)c1cccnc1 (configuration not stated),110*,1.0,6,-4,1,1.9,-13,0.2,24
CCOC(=O)Cn1nnc(-c2ccc(OCC(C)C)cc2)n1,71*,-1.0,14,2,-4,-0.1,4,0.3,-4
CC(C)(C)c1ccc(C(=O)NNc2ncccc2-n2cccc2)cc1,17,-0.6,0,-2,x,-0.3,-9,-0.6,-21
COc1ccccc1NC(=O)CN(C)S(=O)(=O)c1ccc2c(c1)CCC(=O)N2,-31,-0.7,8,-8,2,0.6,-3,-0.4,-2

Other structures:
structure,CHOP inh,S1P4 agonist,NPY1 pot ag,NPY-Y2 PAM-ag,NPY Y1 blocker,zfTRPN1 agonist,S1P4 antagonist,TRPML3 agonist,EP2 mod
O=C(Nc1ccc(F)cc1)NC1CCN(Cc2nnnn2Cc2ccco2)CC1,25,-1.8,5,-3,0,1.0,2,0.1,9&-11
O=C(COC(=O)CCc1nc2ccccc2s1)Nc1nc(-c2ccccc2)cs1,43,-0.5,4,-14,2,-1.6,0,0.5,-6
COc1ccccc1C(=O)N1CCN(CCc2ccccc2)CC1,22,1.1,-21,-10,-1,1.7,8,0.8,3
CN1CCN(NC(=O)c2cn(-c3ccccc3)nc2-c2cccc(Br)c2)CC1,-13,-0.9,-5,6,0,2.3,7,1.2,-2
CC(C)C(Nc1ccc(C(F)(F)F)cc1[N+](=O)[O-])C(=O)O (configuration not stated),12,1.6,-8,-6,7,1.1,-8,0.5,22
OCC(O)CN(c1ccccc1)c1ccccc1 (configuration not stated),-49,1.3,-20,15,-1,0.8,-4,0.2,-5
COc1ccc(C2CC(c3ccc(Cl)cc3)n3nc(N)nc3N2)cc1 (configuration not stated),9,0.8,-19,0,5,3.6,4,1.5,-15
Cc1ccc(C(=O)c2cn(-c3ccc(F)c(Cl)c3)nn2)cc1,-8,-0.9,12,0,3,-0.3,-5,0.1,3
O=C(CN1C(=O)c2ccccc2C1=O)N1CCN(c2ccccc2)CC1,0,1.2,10,-1,7,0.0,-8,0.6,-30
O=C(C1COc2ccccc2O1)N1CCOCC1 (configuration not stated),22,0.6,0,3,7,1.8,-12,-0.1,21
CCCCCCSc1nc(O)c(C2OC(=O)c3c2ccc(OC)c3OC)c(=O)n1-c1ccccc1 (configuration not stated),42,-2.4,-42,-7,12,-0.2,13,0.8,8
O=C(CSc1ccccn1)Nc1ccc(Cl)c([N+](=O)[O-])c1,26,-1.1,-5,11,0,0.3,-8,0.5,-34

Later entries.
structure,CHOP inh,S1P4 agonist,NPY1 pot ag,NPY-Y2 PAM-ag,NPY Y1 blocker,zfTRPN1 agonist,S1P4 antagonist,TRPML3 agonist,EP2 mod
CSc1ccc(C#N)cc1NC(=O)c1cccc(Cl)c1,34,0.3,-17,-12,11,0.0,-9,-0.8,19
CCc1cc(C(=O)N=Nc2c(O)[nH]c3ccc([N+](=O)[O-])cc23)c2ccccc2n1,29,-0.6,0,9,-6,0.6,-13,1.0,-33
O=C1[C@@H]2CSCN2C(=O)CN1Cc1ccc(F)cc1,8,1.7,30,10,x,0.3,1,0.8,13
COc1cc(/C(C)=N/NC(=S)NC(C)C)cc(OC)c1OC,-10,0.0,-5,-6,-1,1.4,-4,0.2,17
CCCCN(CCCC)c1nc(-c2ccncc2)nc2ccccc12,-2,-1.3,-75,-18,x,-1.1,-16,0.0,68*
Cc1cc(C(=O)OCC(=O)NC(C)c2ccccc2)c(C)o1 (configuration not stated),4,2.7,-6,3,3,-2.7,-6,-1.1,29
CC(C)Cc1nc(N2CCN(C(=O)C(C)C)CC2)c(C#N)c2c1CCC2,-8,-1.1,31*,-9,7,-1.8,-2,-1.0,54
CSc1ccc(S(=O)(=O)NCCCOC(C)C)cc1,8,2.1,-6,-5,6,-0.7,7,0.0,-24
O=C(Nc1cccc(-c2nc3ccccc3s2)c1)C1=COCCO1,22,0.9,-15,-19,-3,1.3,-34,1.0,-48
CCc1cccc(CC)c1NC(=S)Nc1ccc2cn[nH]c2c1,22,1.1,18,6,x,1.1,-18,0.6,20
O=C(Nc1cccc(Cl)c1Cl)c1cc(S(=O)(=O)NCCc2ccccc2)ccc1F,97*,1.4,-45,-2,6,1.4,12,0.2,-37
COc1ccc(CNC(=O)c2cccnc2Sc2ccc(Cl)cc2)cc1,32,0.6,7,2,-2,0.8,-12,-0.7,-6

(cont.)
structure,CHOP inh,S1P4 agonist,NPY1 pot ag,NPY-Y2 PAM-ag,NPY Y1 blocker,zfTRPN1 agonist,S1P4 antagonist,TRPML3 agonist,EP2 mod
Cc1cccc(-c2nsc(SCC(=O)NCc3ccco3)n2)c1,-13,5.4,-7,-3,6,-0.3,-5,-0.9,-13
C=CCn1c(N)cc(=O)nc1SCC(=O)Nc1ccc2ccccc2c1,1,-2.1,-16,0,-3,-0.9,-3,0.6,-4
Cc1ccc(CNc2ncc(-c3ccc4c(c3)OCO4)n2C)cc1,-33,1.0,-38,-10,12,-1.0,2,0.3,-19
Cc1c(Cl)c([N+](=O)[O-])nn1CC(=O)Nc1c(C)n(C)n(-c2ccccc2)c1=O,-10,-0.8,12,3,6,0.1,8,0.7,20
CC(C)CNC(=O)NC1(C(F)(F)F)Oc2ccccc2O1,50,0.5,0,14,-1,0.6,-8,0.2,30
Cc1ccccc1CN1C(=O)Nc2ccccc2C(=O)N1C(C)(C)C,11,0.1,9,8,-4,-0.5,-1,0.6,3
Cc1ccc(C)c(/C(O)=C2/C(=O)C(=O)N(CCN3CCOCC3)C2c2ccco2)c1 (configuration not stated),-8,-2.2,4,-1,7,0.3,-14,0.7,20
Cc1nnc2n1NC(c1ccc(Cl)cc1)C(C(=O)N1CCC(C)CC1)S2 (configuration not stated),30,0.8,-7,-1,-1,0.7,-23,0.9,-8
Cc1ccc(NC(=O)C2(NC(=O)c3ccccn3)CCCCC2)cc1Br,-27,0.5,-12,-11,0,-1.9,-5,0.0,44
Cc1ccc(S(=O)(=O)/N=C2/C=C(C3C(=O)CC(C)(C)CC3=O)C(=O)c3ccccc32)cc1,-99,-1.0,1,-19,-3,1.4,6,1.3,36
O=C(CSc1nc2ccccc2c(=O)n1-c1ccc(F)c(Cl)c1)Nc1cccc(S(=O)(=O)N2CCOCC2)c1,19,30*,-17,8,7,1.9,18,0.1,10
CCOc1ccc(S(=O)(=O)NCc2cccnc2)cc1C,22,1.3,19,-7,6,0.8,-14,1.6,-30&-19

(cont.)
structure,CHOP inh,S1P4 agonist,NPY1 pot ag,NPY-Y2 PAM-ag,NPY Y1 blocker,zfTRPN1 agonist,S1P4 antagonist,TRPML3 agonist,EP2 mod
CC1CCN(Cc2nc(Cl)c3c4c(sc3n2)CCC4)CC1,-27,2.0,4,1,4,0.7,1,1.3,4
CCCCSc1nc(O)c(C2OC(=O)c3c2ccc(OC)c3OC)c(=O)n1C (configuration not stated),21,0.9,-7,-8,4,0.5,-4,-0.4,13
CCOC(=O)/C=C(\C)Sc1cc(O)c2ccccc2c1O,-28,2.3,-5,-19,x,-0.4,-4,0.0,-52
CN(C)c1ccc([N+](=O)[O-])cc1C(=O)O,-1,0.8,7,-2,-2,-0.9,-16,0.1,3
Cc1ccc(C)c(OCC(=O)O/N=C(\N)c2cccnc2)c1,-21,-1.0,-2,-14,x,-1.1,-19,-0.1,-30
CCC(=O)Nc1ccc(OCc2nnc3c4ccccc4c(C)nn23)cc1,18,-0.7,-2,-19,-7,2.0,3,0.2,12
CC(C)CCOC(=O)C1C(c2ccccc2)C(C(=O)O)C1c1ccccc1 (configuration not stated),12,-1.9,1,-14,3,-0.5,-9,1.0,13
NC(=O)C1CCN(c2ncnc3c2c(-c2ccccc2)cn3-c2ccccc2)CC1,39,1.1,-1,1,1,1.6,-26,-0.3,-37
COC1=C/C(=C/c2c(N)n3c(nc2=O)sc2cc(S(C)(=O)=O)ccc23)C=CC1=O,5,-0.7,13,14,x,6.2,-9,2.7,-25
COc1ccc(C(CC(=O)O)NC(=O)c2ccco2)cc1 (configuration not stated),3,-1.4,7,7,1,-0.5,-2,0.4,-9
Cc1cc(Cl)ccc1NNC(=O)CCc1ccccc1,-5,1.6,20,1,x,0.9,3,-0.5,-13
CCOc1ccc(C(=O)NC(=S)Nc2ccccn2)cc1[N+](=O)[O-],31,-1.9,3,8,-3,0.7,-10,0.5,-2

Following part:
structure,CHOP inh,S1P4 agonist,NPY1 pot ag,NPY-Y2 PAM-ag,NPY Y1 blocker,zfTRPN1 agonist,S1P4 antagonist,TRPML3 agonist,EP2 mod
O=C(CCc1ccccc1)NC(=S)Nc1ccc2c(c1)C(=O)OC2,1,0.2,-5,3,4,0.5,-14,0.5,-24
CCCSc1cc(=O)n(-c2ccc(F)cc2)nc1C(=O)OCC,6,-0.7,-38,-9,-1,0.3,9,0.9,39
O=C(Nc1ccc(Cl)cc1)N(CCCN1CCOCC1)Cc1cccs1,29,0.2,15,9,-1,1.9,-3,-0.3,-10
CCOC(=O)C(=CNc1ccc(Oc2cncc(Cl)c2)nc1)C(=O)OCC,-17,2.4,-1,7,x,-0.2,-4,-0.5,38
